TAAR1 antag: human TAAR1 antagonists, primary screen, Fluo-8 calcium fluorescence, CHO RD-HGA16 cells. Trace amine-associated receptor 1 (Homo sapiens), Q96RJ0. antagonist. AID 624466, 2012. inhibition, % at 3 µM. 360,000 compounds, 1.5% hits;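 active = inhibition above a per-plate cutoff, the mean inhibition of test compounds on that plate plus 3 SD, cut at about 49% in these data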;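 also: 0% = DMSO plus EC80 beta-PEA response and 100% = DMSO alone without agonist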
Target sequence (Q96RJ0 whole entry, looked up): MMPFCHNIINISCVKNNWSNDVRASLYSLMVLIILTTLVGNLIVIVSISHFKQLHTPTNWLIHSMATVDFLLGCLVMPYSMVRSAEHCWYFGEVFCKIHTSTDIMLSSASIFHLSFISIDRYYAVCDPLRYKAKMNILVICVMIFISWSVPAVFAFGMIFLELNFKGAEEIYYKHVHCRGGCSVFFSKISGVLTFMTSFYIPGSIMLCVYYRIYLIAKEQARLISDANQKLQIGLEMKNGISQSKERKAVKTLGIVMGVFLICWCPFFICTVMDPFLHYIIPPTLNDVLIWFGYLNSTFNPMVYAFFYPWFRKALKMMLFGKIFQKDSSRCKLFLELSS
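System: CHO RD-HGA16 cells bearing hTAAR1. Reagent: EC80 β-phenethylamine stimulus. Schedule: seeding 17-24 h prior, 75-min 37 °C, 30-min RT dye loading. Signal: Fluo-8 intracellular calcium dye fluorescence, real-time kinetic reads. Read-out: % inhibition from peak post-agonist over basal fluorescence ratio. Benchmarks: vehicle wells and EC80 agonist wells. Replicates: n of 1.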
CHO parental Ca: ATP-evoked calcium signal inhibitors, parental CHO, primary screen, counter-screen for OX1R antagonist project, cell-based, fluorescence, Fluo-8 calcium dye | parental CHO-K1, ATP-induced calcium, Fluo-8 fluorescence | inhibition, % at 5.6 µM | 330,000 compounds, 0.63% hits | AID 463079, 2010;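 active = inhibition above that plate's mean sample inhibition plus 3 SD, cut at about 26% in these data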;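 also: 0% = ATP-challenged DMSO wells and 100% = DMSO wells without ATP; some compounds past the cut are filed as inactive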
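material = parental CHO cells | also added = ATP as calcium-mobilizing challenge | dosing = single point at 5.6 µM | detection = intracellular calcium via Fluo-8 no-wash fluorescent dye | read-out = % inhibition | benchmarks = low control ATP plus DMSO, high control DMSO only | repeats = one well per compound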
CHO-K1 Ca antag: M1 antagonist counterscreen hit in parental CHO-K1 cells | inhibition, % at 3 µM | 360,000 compounds, 0.6% hits | ATP-induced calcium, Fluo-8 fluorescence;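 active = inhibition above a per-plate cutoff, the plate's mean sample inhibition plus 3 SD, cut at about 24% in these data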;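 also: 0% = DMSO plus EC80 ATP and 100% = DMSO alone without ATP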
OXTR potentiate: human OXTR potentiators, primary screen, fluorescence, CHO-OTR cells, Fluo-8 calcium; Oxytocin receptor (Homo sapiens), P30559; Fluo-8 calcium fluorescence, potentiator mode; 0% = oxytocin EC15, 100% = EC100; activation, % at 3 µM; 320,000 compounds, 0.061% hits; AID 2445, 2010;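 active = activation above that plate's cutoff, the mean activation of tested compounds plus 3 SD, cut at about 6.6% in these data, passing the limit was not always enough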;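 also: 100% uses oxytocin at 75 nM as the full agonist control; some results filed as inactive read as strong as hits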
Target sequence (P30559 whole entry, looked up): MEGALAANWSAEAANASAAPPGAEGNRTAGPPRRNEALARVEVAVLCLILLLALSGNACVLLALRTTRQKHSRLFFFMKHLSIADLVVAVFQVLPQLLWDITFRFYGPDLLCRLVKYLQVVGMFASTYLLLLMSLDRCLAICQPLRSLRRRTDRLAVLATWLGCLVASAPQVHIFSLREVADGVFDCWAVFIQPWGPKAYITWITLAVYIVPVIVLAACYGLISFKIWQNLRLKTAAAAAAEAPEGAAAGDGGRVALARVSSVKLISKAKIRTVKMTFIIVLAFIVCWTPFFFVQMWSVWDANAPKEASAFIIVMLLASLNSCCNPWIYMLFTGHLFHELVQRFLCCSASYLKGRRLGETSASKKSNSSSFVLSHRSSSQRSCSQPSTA
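Material: human OTR in CHO cells. Compound: 3.0 µM, one dose. Timing: compound 6 min at room temperature before oxytocin, 100 s read. Evaluation: % activation of max/min ratio relative to oxytocin controls. Replication: single well per compound, singlicate. Signal: Fluo-8 calcium dye fluorescence.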
TAAR1 agonist: human TAAR1 agonists, primary screen, Fluo-8 calcium fluorescence, CHO RD-HGA16 cells; Trace amine-associated receptor 1 (Homo sapiens), Q96RJ0; vehicle wells 0%, saturating PEA agonist 100%; activation, % at 3 µM; 360,000 compounds, 0.99% hits;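 active = activation above the mean activation of all test compounds in the run plus 3 SD, cut at about 38% in these data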
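Test system: RD-HGA16 (CHO) cells co-expressing Gα16 and hTAAR1 | Doses: Single dose, 3 µM | Schedule: 17-24 h seeding, 75 min 37 °C dye, 30 min RT | Evaluation: % activation from peak over basal fluorescence ratio, DMSO-to-PEA scaled | Technique: Kinetic Fluo-8 calcium fluorescence | Benchmarks: Low control DMSO, high control PEA (EC100)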
CHO-K1 Ca ag: counter-screen for M1 agonists: effect in parental CHO-K1 cells; Fluo-8 calcium fluorescence; scaled to maximal ATP response, vehicle zero; AID 602248, 2012; activation, % at 3 µM; 360,000 compounds, 0.48% hits; in the data active = activation above about 15%;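 also: untransfected CHO-K1 host cells lacking M1 receptor as counterscreen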
M1 antag: human M1 muscarinic receptor antagonists, primary screen, CHO-K1 cells, Fluo-8 calcium fluorescence, 1536-well; CHO-K1 hM1, ACh EC80 antagonist; inhibition, % at 3 µM; 360,000 compounds, 1.3% hits; AID 588852, 2011;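 active = percent inhibition above its own plate's cutoff, namely the mean of that plate's compound wells plus 3 SD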;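 also: peak over basal fluorescence ratio during 140 s after agonist addition; 0% = ACh EC80 plus DMSO and 100% = DMSO alone without agonist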
M1 ag: human M1 muscarinic receptor agonists, primary screen, Fluo-8 calcium fluorescence, CHO-K1 cells, HTS; Muscarinic acetylcholine receptor M1 (Homo sapiens), P11229; CHO-K1 hM1, agonist mode; 0% DMSO, 100% acetylcholine EC100; activation, % at 3 µM; 360,000 compounds, 0.33% hits;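 active = activation above the run's mean compound activation plus 3 SD, cut at about 16% in these data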;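 also: peak over basal fluorescence ratio within a 140 s kinetic read after compound addition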
CHO-K1 Ca PAM: nonselective calcium activators in parental CHO-K1 cells, primary screen, counter-screen for M1 PAM project, cell-based, Fluo-8 calcium fluorescence, full deck, 1536-well. ATP EC20; 0% at ATP EC20, 100% at ATP max. activation, % at 3 µM. 360,000 compounds, 0.02% hits. AID 602247, 2012;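 active = activation above the run cutoff, the mean activation of all test compounds plus 3 SD, cut at about 40% in these data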;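 also: peak over basal fluorescence ratio in a 140 s read after ATP addition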
* hit, by the source's call; . = no result given.

Molecule | TAAR1 antag | CHO parental Ca | CHO-K1 Ca antag | OXTR potentiate | TAAR1 agonist | CHO-K1 Ca ag | M1 antag | M1 ag | CHO-K1 Ca PAM
Cc1ccc(NC(=O)CN2C(=O)C3C4C=CC(C4)C3C2=O)cc1S(=O)(=O)N(C)C (stereo not given) | -14 | 1 | -7 | -5 | 4 | 1.5 | -8 | -10 | 25
CC(C)Oc1ccc(N2CC(C(=O)OCC(=O)NCc3ccccc3)CC2=O)cc1 (stereo not given) | -1 | -14 | -13 | 5 | 6 | 0.3 | -29 | -3 | 8
CCc1ccccc1OCC(=O)Nc1cccc(S(=O)(=O)N2CCCC2)c1 | 3 | . | -6 | . | 1 | 1.5 | -16 | -7 | -2
COc1cc(C(=O)OCC(=O)N2CCN(C(C)=O)CC2)ccc1OCC(C)C | -11 | -8 | 2 | 2 | 0 | 5.5 | -8 | -1 | 0
COc1ccc(C(=O)C2CCCN(Cc3cn[nH]c3-c3ccc(F)cc3)C2)cc1OC (stereo not given) | 7 | -23 | -4 | 0 | 2 | 1.7 | -3 | -13 | 11
COc1ccc(C(=O)O)cc1NC(=S)NC(=O)c1ccc(-c2ccc(Cl)cc2)o1 | 10 | . | -1 | . | -1 | 0.2 | -7 | -6 | 16
CCn1c(SCC(=O)NC2CCCCC2)nnc1-c1cccs1 | 14 | -12 | -21 | -4 | 2 | 1.0 | -8 | -5 | 15
COc1ccccc1NC(=O)c1ccccc1N(Cc1ccccc1)S(C)(=O)=O | 6 | . | -11 | . | 2 | 1.0 | 3 | -3 | -2
CN(C)c1cc2c(cc1NS(=O)(=O)c1ccccc1)n(C)c(=O)n2C | 7 | -5 | 9 | 0 | -2 | 0.6 | 7 | -5 | -15
COCC(=O)Nc1ccc(Br)c(C)c1 | -5 | -6 | -3 | -1 | 2 | 0.9 | 4 | -4 | -7
COc1ccc(C2C(C#N)=C(N)OC3=C2C(=O)CC(C)C3)c(OC)c1OC (stereo not given) | 3 | -21 | 11 | -2 | 3 | 0.5 | -11 | 0 | -4
C/C(=N\NC(=O)COc1cccc(C)c1)c1ccc2ccccc2c1O | -8 | . | 4 | . | 0 | 0.2 | -13 | 1 | 7
COc1ccccc1NC(=O)Nc1ccc(S(=O)(=O)Nc2onc(C)c2C)cc1 | 4 | -7 | -8 | -6 | -3 | -0.1 | -11 | -5 | -2
Nc1n[nH]c(=S)n1-c1ccc(Cl)cc1 | 3 | -1 | -16 | -7 | 2 | 0.7 | -10 | -3 | 2
COc1ccc(C(=O)NCCc2ccc(C(F)(F)F)cc2)cc1S(=O)(=O)N1CCOCC1 | 1 | -21 | -16 | 0 | 7 | 6.7 | -7 | 1 | 14
OCC1CCCN(C(=S)NCCc2ccccc2)C1 (stereo not given) | -11 | -1 | -1 | -4 | 8 | 0.2 | -11 | -4 | 8
O=S(=O)(NC1CCCC1)c1ccc(S(=O)(=O)N2CCc3ccccc32)cc1 | 27 | 39* | 7 | -12 | 18 | 16* | 25 | -3 | 4
CN1C(=O)C2(C(C#N)=C(N)Oc3c2oc(CO)cc3=O)c2ccccc21 (stereo not given) | -15 | -4 | -25 | -3 | 14 | 1.3 | -8 | -1 | 18
S=C(NCc1cccs1)Nc1cccc2ccccc12 | 8 | -18 | -1 | -8 | 1 | 0.1 | 2 | -4 | 7
CC(C)c1ccc2oc(-c3cc(N)ccc3O)nc2c1 | 4 | -6 | 24* | -5 | 16 | 0.1 | 9 | -2 | -6
CCc1cc(/C(Cc2ccccn2)=N\O)c(O)cc1O | -26 | -8 | 16 | -10 | 14 | 8.1 | 0 | 5 | -6
O=C(CCCN1C(=O)/C(=C/c2ccc3c(c2)OCO3)SC1=S)Nc1cccc(C(=O)O)c1 | -14 | -17 | -12 | -13 | 3 | 0.5 | -15 | -1 | 18
OCC1(Cc2ccccc2F)CCCN(Cc2c(F)ccc(F)c2F)C1 (stereo not given) | -4 | -16 | -7 | -3 | -1 | 1.8 | -11 | -4 | 19
CC1=CC(C)(C)N(C(=O)CSc2nnc(N)s2)c2ccccc21 | -7 | -10 | 4 | -4 | 2 | 0.0 | 4 | 4 | 4
CCOc1ncccc1C(=O)OCC(=O)c1cc(C)n(Cc2ccco2)c1C | -8 | -15 | -4 | -15 | 13 | 2.2 | -13 | 2 | 11
COc1ccc(S(=O)(=O)N2CCCCC2c2cc(C(=O)Nc3ccc(F)c(Cl)c3)no2)cc1 (stereo not given) | 13 | . | -6 | . | 0 | 0.8 | -3 | -3 | -6
COc1ccc(S(=O)(=O)N(C)CC(=O)Nc2ccc3c(c2)OCO3)cc1OC | 9 | -11 | -10 | -13 | 5 | 1.5 | -14 | -4 | 7
Cc1cccc(/C(N)=N/OC(=O)COc2ccc(Cl)c(C)c2)c1 | -5 | 1 | -3 | 7 | 1 | 0.6 | 0 | -4 | 6
Cc1ccc(CN2C(=O)CC(Nc3ccc(N4CCOCC4)cc3)C2=O)cc1 (stereo not given) | -16 | -9 | -3 | -6 | 1 | 0.1 | -5 | -3 | 17
O=C(COC(=O)Cc1ccc(F)cc1)Nc1ccc2[nH]c(=O)[nH]c2c1 | -11 | 7 | 14 | -8 | 0 | 0.1 | -17 | -2 | -24
O=C(Nc1ccccn1)C1CCCN1S(=O)(=O)c1ccc(Cl)cc1 (stereo not given) | -29 | 6 | 3 | -7 | 4 | 1.6 | -8 | -3 | 3
CCCCNc1c(-c2ccc(F)cc2)nc2nc(C)cc(C)n12 | -8 | . | -2 | . | 3 | -0.4 | . | . | 2
CN(C)CCCN(C(=O)c1ccc(S(=O)(=O)N2CCCC2)cc1)c1nc2ccc(Br)cc2s1 | 12 | -11 | -6 | -10 | 31 | 15 | 10 | -2 | 14
CCC(=O)OC1(C#CCOc2ccc(OC)cc2)CCN(C)CC1 | -1 | -15 | -3 | -10 | 3 | 2.7 | 4 | -1 | 13
CCc1ccc(NCc2cc3c(C)nn(-c4ccccc4)c3[nH]c2=O)cc1 | -13 | -10 | -28 | -7 | 0 | 0.4 | -13 | -4 | 8
CCCCc1ccc(NC=C2C(=O)OC3(CCCCC3)OC2=O)cc1 | -1 | 5 | -7 | -12 | 10 | 0.1 | 2 | -4 | 10
CCCCn1c(CCNC(=O)CC)nc2ccccc21 | -4 | -9 | -7 | -3 | 0 | 0.5 | -16 | -2 | 11
CCOC(=O)c1c(C)[nH]c(C(=O)OCC(=O)NC(C)C)c1C | . | -7 | -2 | 3 | . | 0.3 | 2 | -5 | 1
Cc1nc(/C(N)=N/OC(=O)Cc2ccccc2)no1 | -2 | -4 | -4 | -1 | 0 | 0.1 | 0 | -3 | 21
O=[N+]([O-])c1nc2ccccc2[nH]1 | -11 | . | -10 | . | 1 | 2.2 | -10 | -3 | 17
O=C(c1ccco1)N1CCN(C(=O)c2ccccc2NS(=O)(=O)c2ccc(F)cc2)CC1 | -8 | -11 | -11 | -1 | 0 | 0.8 | -9 | -2 | 19
CCN(C(=O)C1CCCN1S(=O)(=O)c1cccc2nsnc12)c1ccccc1 (stereo not given) | -22 | -6 | -3 | -8 | 0 | 0.6 | -21 | 0 | -18
CCc1nnc(NC(=O)CN2CCN(C3CCCCC3)CC2)s1 | 9 | -10 | -29 | 1 | 9 | 0.8 | -7 | -12 | 23
COc1cccc(Oc2coc3cc(OC(=O)N4CCOCC4)ccc3c2=O)c1 | -22 | -9 | -8 | -10 | 3 | 5.3 | -3 | -6 | 24
COc1ccc(N2CCN(S(=O)(=O)c3ccc4c(c3)NC(=O)C(C)C(=O)N4)CC2)cc1 (stereo not given) | -15 | -6 | 7 | -7 | 1 | 0.1 | 2 | -6 | 7
COc1cccc(-c2ccc(C#N)c(OC(=O)c3ccc(Cl)cc3)n2)c1 | 4 | -9 | -6 | -7 | 5 | 0.1 | -11 | -3 | 5
CC(=O)c1cccc(-c2cnc3c(NC=O)cc(-c4ccc(N(C)C)cc4)cn23)c1 | 25 | . | 9 | . | 8 | 5.8 | 5 | 3 | 9
Cc1cccc(CN2CCN([C@H]3CS(=O)(=O)N[C@@H]3COCc3ccccc3)CC2)c1 | -10 | . | 2 | . | 5 | 2.0 | -3 | -10 | 3
CCCCN(C(=O)NC(=O)C1=C(N2CCOCC2)/C(=C/c2ccccc2)CC1)S(C)(=O)=O | -35 | -14 | -9 | -13 | 0 | -0.2 | 1 | -3 | -4
Oc1ccc(/C=N/N2CCN(C3c4ccccc4-c4ccccc43)CC2)cc1O | 1 | -8 | -11 | -3 | 8 | 1.0 | -13 | -1 | 13
COc1cc(NC(=O)CSc2nccc(=O)[nH]2)c(C)cc1[N+](=O)[O-] | 8 | -12 | 3 | -5 | -1 | 3.6 | 5 | -1 | 6
C[C@H](NC(=O)c1nc[nH]c1C(=O)NCCCCCNC(=O)OC(C)(C)C)C(=O)OCc1ccccc1 | 76* | 34 | 11 | -11 | 14 | 8.9 | 45* | -1 | -19
CC(=O)OC[C@H]1O[C@@H](Oc2cc(O)cc3oc(-c4ccc(O)cc4)cc(=O)c23)[C@H](O[C@@H]2O[C@@H](C)[C@H](O)[C@@H](O)[C@H]2O)[C@@H](O)[C@@H]1O | -20 | 10 | -8 | 7 | 5 | -0.4 | 7 | -6 | -11
S=C(NCc1ccncc1)Nc1ccc(Cl)c(Cl)c1 | 23 | 2 | 7 | -10 | 24 | 12 | 12 | 6 | 4

Exported with each value named: entries from further up.
CCCCN(C(=O)NC(=O)C1=C(N2CCOCC2)/C(=C/c2ccccc2)CC1)S(C)(=O)=O
  TAAR1 antag = -35	CHO parental Ca = -14	CHO-K1 Ca antag = -9	OXTR potentiate = -13	TAAR1 agonist = 0	CHO-K1 Ca ag = -0.2	M1 antag = 1	M1 ag = -3	CHO-K1 Ca PAM = -4
Oc1ccc(/C=N/N2CCN(C3c4ccccc4-c4ccccc43)CC2)cc1O
  TAAR1 antag = 1	CHO parental Ca = -8	CHO-K1 Ca antag = -11	OXTR potentiate = -3	TAAR1 agonist = 8	CHO-K1 Ca ag = 1.0	M1 antag = -13	M1 ag = -1	CHO-K1 Ca PAM = 13
